From PubChem
GSK3beta inhib: human GSK3beta kinase inhibitors, primary screen, biochemical, cell-free homogeneous, HTS; Glycogen synthase kinase-3 beta (Homo sapiens), P49841; GST-GSK3beta kinase, ADP-Glo luminescence, 60 min; stronger effect = lower value; activity score (negative = inhibition), % at 10 µM; 0.038% of 300,000 active;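 active means more than half of replicate wells score below -50%, meaning over 50% inhibition versus plate controls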;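 further: 0% = median DMSO wells and -100% = median GW8510 positive control wells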
Target sequence (P49841 whole entry, looked up): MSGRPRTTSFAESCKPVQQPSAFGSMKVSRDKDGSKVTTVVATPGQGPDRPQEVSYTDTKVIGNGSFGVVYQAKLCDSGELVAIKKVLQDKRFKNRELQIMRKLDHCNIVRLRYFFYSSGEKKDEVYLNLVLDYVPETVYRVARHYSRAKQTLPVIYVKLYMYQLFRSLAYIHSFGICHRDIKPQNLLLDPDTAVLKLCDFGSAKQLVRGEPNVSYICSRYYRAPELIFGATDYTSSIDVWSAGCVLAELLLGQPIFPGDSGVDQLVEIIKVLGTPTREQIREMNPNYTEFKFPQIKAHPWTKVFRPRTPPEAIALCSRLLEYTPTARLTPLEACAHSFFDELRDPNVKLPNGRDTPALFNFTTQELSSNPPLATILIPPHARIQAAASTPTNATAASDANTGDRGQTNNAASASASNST
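Assay system: GST-tagged human GSK3beta kinase, cell-free; Input: 1.6 ng GSK3beta; Medium: Tris/MgCl2 kinase buffer; Timing: 60 min enzyme reaction, room temperature; Signal: ADP-Glo luminescence quantifying ADP generated by kinase; Evaluation: score relative to plate controls; Benchmarks: DMSO neutral wells and GW8510 at 20 µM as positive.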
HSF-1 act: HSF-1 activators, primary screen, NIH3T3-HGL cells, MG132 stress, luminescence, single point; 1.7% of 300,000 active; NIH3T3-HGL HSF-1 luciferase reporter, 8 h; 100% = twice DMSO control signal; activation, % at 9 µM;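 active means mean replicate activation of at least 50% with a set share of replicates each reaching 50%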;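 further: 0% = median of the neutral control wells and 100% = twice that signal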
GSK3 alpha inh: blockers of GSK3A enzyme activity – biochemical, luminescence, cell-free homogeneous, HTS, primary screen; 0.1% of 320,000 active; Glycogen synthase kinase-3 alpha (Homo sapiens), P49840; inhibition, % at 10 µM; GSK-3 alpha kinase, ADP-Glo luminescence, 60 min;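 in the data active means inhibition above about 50%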;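 further: GST-tagged GSK-3 alpha with peptide substrate and 25 µM ATP; 0% = DMSO neutral wells and 100% = GW8510 positive control wells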
Target sequence (P49840 whole entry, looked up): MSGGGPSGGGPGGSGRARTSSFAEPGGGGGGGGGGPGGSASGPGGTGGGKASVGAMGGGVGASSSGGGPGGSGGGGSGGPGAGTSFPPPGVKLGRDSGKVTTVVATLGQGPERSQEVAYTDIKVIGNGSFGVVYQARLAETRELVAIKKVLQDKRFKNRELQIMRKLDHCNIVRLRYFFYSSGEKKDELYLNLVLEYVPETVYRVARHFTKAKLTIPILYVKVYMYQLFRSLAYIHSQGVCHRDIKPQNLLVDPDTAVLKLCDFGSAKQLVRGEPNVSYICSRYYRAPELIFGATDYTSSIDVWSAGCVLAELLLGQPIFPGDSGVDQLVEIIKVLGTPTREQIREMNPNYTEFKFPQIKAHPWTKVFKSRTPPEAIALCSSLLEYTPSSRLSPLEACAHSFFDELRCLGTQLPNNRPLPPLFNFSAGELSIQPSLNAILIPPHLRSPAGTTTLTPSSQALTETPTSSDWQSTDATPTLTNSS
HSP90 refold inh: HSP90 inhibitors, primary screen, cell lysate, luminescence; Heat shock protein HSP 90 (rabbit reticulocyte lysate; luciferase refolding); inhibition, % at 5.6 µM; 0.91% of 290,000 active; Rabbit reticulocyte lysate, luciferase refolding luminescence, 3 h;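 active means inhibition above the screen-wide mean plus 3 SD, computed separately per campaign, cut at about 16% in these data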;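 further: 0% = DMSO wells and 100% = 60 µM geldanamycin wells; inhibitors lower the luminescence because luciferase stays unfolded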
IEC-6 tox: cytotoxicity in IEC-6 intestinal epithelial cells, primary screen, cytotoxicity control for KLF5 inhibitor project, cell-based, luminescence; IEC-6 cytotoxicity, luminescence viability; inhibition, % at 5 µM; 0.78% of 290,000 active; AID 1825, 2009; in the data active means inhibition above about 22%;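 further: 0% = plate median of test compound wells and 100% = cytotoxic reference compound wells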
HIF act: HIF pathway transcriptional activators, primary screen, cell-based, U2OS HRE-luciferase, luminescence. U2OS HRE-luciferase reporter; normalized: DMSO 0%, desferrioxamine 100%. activation, % at 7.5 µM (by protocol). 0.32% of 300,000 active. AID 1910, 2009;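 active means mean activation of at least 10% of the iron chelator positive control signal, with at least half of replicates also reaching 10%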
HSF1 inh: HSF1 inhibitors in luciferase reporter cells, primary screen, cell-based, NIH3T3, luminescence | NIH3T3-HGL HSE-luciferase, MG132-induced, luminescence 8 h; stronger effect = lower value | activity change, negative = inhibition, % at 7.5 µM (by protocol) | 0.77% of 300,000 active;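 active means more than half of replicate wells show activity change below -50%, luminescence cut by over half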;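 further: luciferase reports HSF-1 transcriptional activity via heat shock element; 0% = median of DMSO wells and -100% = zero luminescence signal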
AI-2 QS modul: Vibrio harveyi AI-2 quorum sensing modulators, primary screen, JMH597 strain, luminescence/OD600 ratio | Vibrio harveyi JMH597 AI-2 luminescence/OD600 ratio, 9 h; stronger effect = lower value; strain lacks LuxN and CqsS sensors; 0 = neutral-control median | activity change, % at 7.5 µM | 0.4% of 300,000 active | AID 2094, 2009; in the data active means activity change below about -75%, passing the limit was not always enough;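 further: luminescence divided by OD600 gain over 9 h not by final OD600 alone; inactives centre near 13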
KLF5 inhibitor: KLF5 expression inhibitors, primary screen, DLD-1 cells, luminescence; inhibition, % at 5 µM; DLD-1 KLF5 promoter-luciferase reporter; 0.23% of 290,000 active;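 active means inhibition above a per-plate limit of that plate's mean compound inhibition plus 3 SD, cut at about 60% in these data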;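 further: 0% = DMSO wells and 100% = LY294002 at 200 µM; higher means less KLF5 promoter-driven luciferase light; inactives centre near -14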
aSyn UTR inh: MLPCN primary screen, SNCA 5' untranslated region. alpha-synuclein 5'UTR reporter, inhibitor activity. inhibition, % (tested at 7.5 µM). 0.82% of 300,000 active. AID 1813, 2009; in the data active means inhibition above about 60%;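 further: H4 neuroglioblastoma cells stably carrying SNCA 5'UTR luciferase fusion; 0% = DMSO wells and 100% = positive control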
* marks the source's active call; other numbers are inactive results; · = not tested or not shown; & = joins results of further samples.

SMILES	GSK3beta inhib	HSF-1 act	GSK3 alpha inh	HSP90 refold inh	IEC-6 tox	HIF act	HSF1 inh	AI-2 QS modul	KLF5 inhibitor	aSyn UTR inh
CC(=O)Nc1ccc(S(=O)(=O)N2CCCC(C(=O)O)C2)cc1 (stereo unspecified)	1.2	3.6	-2.0	2.4	2.2	-1.2	-4.6	19.5	10.8	0.7
COc1ccccc1/C=N/NC(=O)c1ccc(Cn2nc([N+](=O)[O-])cc2C)cc1	0.9	-7.1	-1.3	0.7	-2.8	-0.2	-4.9	8.7	-37.6	16.1
Cc1cc(NS(=O)(=O)c2ccc(NC(=O)/C=C/c3c(F)cccc3Cl)cc2)no1	3.2	20.4	-2.0	-4.9	1.0	-0.1	-5.4	17.9	-15.8	17.5
CN1CCN(C(=O)c2ccc3c(c2)N(Cc2cccc(Cl)c2)C(=O)c2ccccc2S3(=O)=O)CC1	-2.1	9.7	-1.3	3.8	4.5	-0.4	-5.1	1.6	-11.1	-12.8
Cc1ccc2nc(-c3ccccn3)cc(C(=O)N3CCN(c4ncccn4)CC3)c2c1	2.0	·	-3.9	-0.9	-2.8	·	·	21.4	-8.3	·
Cc1c(C)c2c(OCC(=O)Nc3cccnc3)cc3c(c2oc1=O)CCC(C)(C)O3	1.6	5.9	-2.4	0.3	3.2	-0.1	1.7	14.1	0.3	23.7
CC(=O)Nc1nnc(-c2ccc3c(c2)CCCC3)o1	-2.4	19.7	1.7	3.9	-2.1	1.3	16.4	16.4	-149.0	-66.7
CCn1nc(C(=O)NCC(c2cccs2)N2CCOCC2)c2ccccc2c1=O (stereo unspecified)	1.1	-2.2	-1.5	3.9	0.5	0.1	-5.8	38.3	-17.3	-22.7
CCOc1cc(/C=N/NC(=O)c2cccnc2)ccc1OCc1ccc(C(=O)OC)o1	-1.3	1.9	-2.3	-2.2	4.0	13.6*	-10.0	25.6	20.3	3.1
C=CCNC(=O)c1onc(CSc2cc(C)cc(C)c2)c1C(=O)NCC=C	-3.0	-2.7	-1.1	·	·	-0.2	3.2	18.7	·	21.9
COc1ccc(N(C(=O)Cn2nnc3ccccc32)C2(C(=O)NC3CCCC3)CCCCC2)cc1	-0.7	17.6	3.5	0.5	4.5	-0.1	-0.6	21.0	0.4	12.4
O=C1CC(c2nc3ccccc3[nH]2)CN1Cc1ccccc1 (stereo unspecified)	-1.8	6.1	-1.1	-2.9	-7.1	-0.2	-0.5	21.2	-65.1	-8.2
COc1ccc(CNC(=O)CSc2nc(C)cs2)cc1	1.5	-1.7	1.0	-4.8	-0.2	0.1	-9.8	22.6	-3.9	1.6
CC(Nc1n[nH]c(=S)[nH]c1=O)C(=O)OCc1ccccc1 (stereo unspecified)	-4.9	-5.0	-0.6	3.4	10.2	0.0	-2.6	-15.9	-7.6	8.2
COCc1cc(C)n(CC(=O)Nc2cc(C)cc(C)c2)c(=O)c1C#N	2.7	15.7	-0.8	-2.9	-3.4	-0.1	-5.1	3.5	-13.5	-0.3
CC(C)CC(OC(=O)CC1Sc2ccccc2NC1=O)C(=O)NC1CCCC1 (stereo unspecified)	1.6	25.8	-1.5	5.4	1.9	-0.2	5.3	1.7	-17.1	3.9
Cc1ccc2c(c1)N(CCC(=O)NCc1cccs1)C(=O)C(C)O2 (stereo unspecified)	-0.5	-14.6	·	11.5	0.2	-0.8	1.7	8.0	2.8	11.9
CCCS(=O)(=O)N1CCN(C(=O)c2cccs2)CC1	-1.7	-5.3	0.6	0.0	-0.9	0.0	-0.9	21.1	-17.7	12.6
Cc1nc2ccc(NC(=O)CS(=O)(=O)c3ccc(F)cc3)cc2s1	1.8	26.9	1.6	·	·	2.3	7.8	30.7	·	-56.0
CCS(=O)(=O)N1Cc2ccccc2CC1C(=O)Nc1nnc(SCc2c(Cl)cccc2Cl)s1 (stereo unspecified)	0.4	-7.0	-2.3	6.0	-0.9	0.7	-5.6	23.6	3.2	2.8
CCOC(=O)C1CCCCN1S(=O)(=O)c1ccc2c(c1)CC(C)N2C(=O)C1CCC1 (stereo unspecified)	-1.2	-5.0	-1.6	-3.9	0.6	-0.2	0.4	7.1	-24.2	17.1
CCc1c(O)nc(N2CCN(Cc3ccccc3)CC2)[nH]c1=O	-2.5	-3.4	0.0	0.5	3.5	-0.6	-10.7	-3.5	5.0	-7.6
COc1ccccc1N(C)S(=O)(=O)c1ccc(C(=O)OCC(=O)NCCC2=CCCCC2)cc1	1.7	-5.9	-1.8	-0.4	2.4	·	-10.3	11.5	1.4	3.9
COC(=O)c1cc(OC)c(OC)cc1NC(=S)Nc1cccc(C(C)=O)c1	·	·	-1.4	-0.8	0.7	·	·	·	4.6	·
O=C(c1ccco1)N1CCN(c2cccc(Cl)c2)CC1	-0.5	23.7	4.9	-1.6	-5.8	·	7.6	5.0	-40.6	-48.1
CCCC(=O)Nc1sc(C(=O)Nc2cccc(N)c2)c(C)c1C(=O)OC	10.8	-71.2	-0.6	-1.7	0.8	1.6	-67.1*	49.8	-115.9	-83.8
Cc1cccc(OCc2nc(-c3ccc(-n4cccc4)cc3)no2)c1	-2.4	4.4	·	0.6	0.3	0.0	8.0	17.6	-28.4	27.1
O=C(O)CCCC(=O)N1CCCC1	1.3	2.0	-2.9	3.0	2.3	-0.1	-7.9	15.4	-8.1	-12.2
O=C(NCc1ccccn1)C(=O)Nc1cccc2ccccc12	-0.4	11.2	-1.9	-3.1	3.2	1.4	-2.1	16.8	-22.1	-0.9
Cc1nnc(N/N=C/C2CC=CCC2)[nH]c1=O (stereo unspecified)	2.6	-0.6	6.2	-0.4	1.8	-0.4	6.8	13.8	-12.7	-14.7
CCC1CCCCN1CCCNC(=O)CNC(=O)c1nn(-c2ccc(OC)c(Cl)c2)c(=O)c2ccccc12 (stereo unspecified)	-3.8	5.4	8.4	0.5	3.7	-0.2	3.5	-12.1	-6.3	14.4
CC(C)[C@H](NC(=O)N1CCn2c1nc1ccccc12)C(=O)NCc1ccc2c(c1)OCO2	3.0	6.5	-0.1	-1.5	-1.2	-0.4	1.1	17.0	0.9	18.0
Nc1cc(Cl)nnc1Cl	1.5	41.5	·	1.4	4.3	0.5	0.1	7.5	-2.5	-1.4
COc1ccccc1N1CCN(C2CCCN(C(=O)CN3CCCCC3=O)C2)CC1 (stereo unspecified)	1.5	4.5	-0.7	-0.9	6.3	0.1	-5.6	9.0	-4.0	17.3
CN(CC(=O)Nc1ccc(C#N)cc1)Cc1ccc(Cl)cc1	-0.9	-5.5	-1.4	2.9	-1.9	-0.1	0.6	0.7	-2.9	10.5
O=C(COC(=O)c1ccccc1NC(=O)c1ccccc1)c1ccc([N+](=O)[O-])cc1	-5.3	39.6	·	0.0	-5.0	0.1	14.7	37.2	4.0	-27.0
O=C(Cc1ccccc1[N+](=O)[O-])NCc1ccccc1Cl	2.0	31.4	-6.3	0.1	-1.9	1.8	11.9	-12.9	-118.2	-147.0
O=C(CN(C(=O)CNC(=O)c1cccs1)c1ccccc1F)NC1CCCC1	0.9	-8.6	-0.6	1.1	-5.9	0.1	1.4	4.3	1.5	2.8
COc1ccc(OC)c2[nH]c(=O)c(CCNC(=O)c3ccc(Br)o3)cc12	-2.0	10.4	-0.3	-0.9	0.1	-0.1	3.5	19.7	-34.7	24.7
COc1ccc(CNC(=O)C(=O)NCC2CCCN2S(=O)(=O)c2cccs2)cc1 (stereo unspecified)	0.3	6.6	1.7	·	·	-4.5	0.5	10.5	·	-4.2
CCCN(CCO)Cc1ccc2ccccc2c1	1.4	-12.3	0.9	7.2	-0.4	-0.3	-13.1	15.4	-1.0	1.2
O=C(NCc1cccc(F)c1)C1CCC(=O)N(CC2CCCCC2)C1 (stereo unspecified)	2.4	-2.5	-0.6	-2.6	-9.5	-1.2	-5.6	24.4	-8.0	-15.0
CNC(=O)COC(=O)c1cc(-c2ccc(OC)cc2)nc2ccccc12	1.8	31.1	-0.6	-1.3	3.1	0.7	21.6	4.3	-42.6	-16.4
CSc1cccc(NC(=O)COc2cccc3ccccc23)c1	-0.5	2.7	-0.9	2.0	1.2	0.1	-0.4	27.6	-36.1	18.2
C[C@H](NC(=O)OC(C)(C)C)c1nnc(SCC(=O)c2ccc(Cl)cc2)o1	1.3	2.7	-1.5	0.5	-1.9	-0.5	-2.6	8.8	-2.6	11.2
CN(CC(=O)Nc1ccccc1Cl)C(=O)CSc1nncn1C	1.4	0.1	-1.8	·	·	-0.4	-0.1	20.5	·	6.0
CCSc1nnc(NC(=O)c2cccc3ccccc23)s1	0.9	24.5	-2.4	0.6	0.9	0.1	0.6	17.1	-58.7	-1.1
Cc1ccc(NC(=O)c2cc(S(=O)(=O)N3CCOCC3)c(Br)s2)cc1	4.1	-9.4	1.0	1.0	5.8	0.0	-3.9	19.5	-20.2	-0.6
N#CC(=C=[N-])c1nc2ccccc2nc1-[n+]1ccccc1	1.0&-1.2	-3.7&-23.9	-0.6&1.4	-2.9&3.9	-3.5&-3.4	0.3&-0.3	-2.1&-9.1	39.2&25.4	-21.4&-26.8	-11.0&-26.8
O=C(NCC(c1cccnc1)N1CCN(c2ccccc2F)CC1)c1ccccc1 (stereo unspecified)	-0.3	8.3	-0.4	-0.5	0.3	-0.1	-4.3	3.6	-12.5	-27.8
COc1ccc(OC)c(Nc2nc3nonc3nc2N2CCCCC2)c1	2.6	-3.3	-5.8	-0.8	-0.6	-0.2	-9.8	5.3	5.3	10.0
COc1ccc(NC(=S)N2CCN(C(=O)c3ccco3)CC2)cc1OC	-0.7	-14.6	·	1.3	-1.8	-0.3	-5.1	11.6	-42.5	16.8
CCOc1cc(/C=C2/SC(=O)N(CC(=O)N3CCc4ccccc4C3)C2=O)ccc1OCC(=O)O	8.5	-2.4	-2.2	-8.6	-3.4	-0.3	-1.5	32.3	-26.9	4.5

2 of the compounds above, in CSV form.
smiles,GSK3beta inhib,HSF-1 act,GSK3 alpha inh,HSP90 refold inh,IEC-6 tox,HIF act,HSF1 inh,AI-2 QS modul,KLF5 inhibitor,aSyn UTR inh
Cc1ccc(NC(=O)c2cc(S(=O)(=O)N3CCOCC3)c(Br)s2)cc1,4.1,-9.4,1.0,1.0,5.8,0.0,-3.9,19.5,-20.2,-0.6
N#CC(=C=[N-])c1nc2ccccc2nc1-[n+]1ccccc1,1.0&-1.2,-3.7&-23.9,-0.6&1.4,-2.9&3.9,-3.5&-3.4,0.3&-0.3,-2.1&-9.1,39.2&25.4,-21.4&-26.8,-11.0&-26.8
